hERG rescue: compounds protecting human hERG from proarrhythmic drug block; CHO-hERG, FluxOR thallium flux, dofetilide IC70 present; activation (rescue from dofetilide block), less the hit threshold, % at 10 µM; 310,000 tested, 0.51% active; AID 1511;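 active = activation above the mean of controls blocked by dofetilide plus 5 SD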;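 also: thallium influx through hERG after potassium depolarization seen as dye fluorescence rise; in these data hits start at about 4.7%; inactives centre near -7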
KCNK3 block: human KCNK3 channel inhibition, primary screen. 340,000 tested, 0.84% active. B-score at 10 µM. CHO-KCNK3 thallium flux, FluxOR fluorescence; stronger effect = lower value. AID 602410;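 active = B-score under library mean minus 4 SD, starting fluorescence ratio at most library mean plus 5 SD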;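 also: more negative B-score means stronger inhibition of thallium flux through KCNK3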
Target sequence (O14649 whole entry, looked up): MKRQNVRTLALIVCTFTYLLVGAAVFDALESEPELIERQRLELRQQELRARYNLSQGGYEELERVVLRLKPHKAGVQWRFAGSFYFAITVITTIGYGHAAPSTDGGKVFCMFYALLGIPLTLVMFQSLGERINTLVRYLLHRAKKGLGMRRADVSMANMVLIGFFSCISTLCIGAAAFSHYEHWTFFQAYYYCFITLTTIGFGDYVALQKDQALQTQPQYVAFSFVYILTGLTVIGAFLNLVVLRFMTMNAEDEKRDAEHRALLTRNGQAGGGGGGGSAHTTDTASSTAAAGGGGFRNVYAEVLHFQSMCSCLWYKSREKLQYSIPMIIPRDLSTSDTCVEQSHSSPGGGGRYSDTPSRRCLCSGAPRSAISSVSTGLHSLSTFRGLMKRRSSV
TRPC4 PAM: TRPC4 (mouse) allosteric potentiation; B-score at 10 µM; 310,000 tested, 0.42% active; HEK293 TRPC4beta/mu-opioid, DAMGO EC20, Fluo-4 Ca2+ flux; stronger effect = higher value; Q9QUQ5;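 active = B-score of calcium response area above 5 SD of library B-scores, with initial fluorescence ratio within 5 SD of library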;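 also: B-score of integrated fluorescence ratio over time as area under calcium response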
KCNK9 inh: inhibitors of human KCNK9 two-pore domain potassium channel; HEK293 KCNK9, FluxOR thallium flux fluorescence; stronger effect = lower value; B-score at 10 µM; 310,000 tested, 1.2% active; AID 488922;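 active = ratio B-score over 3 SD below the library mean, with starting fluorescence within 5 SD of its mean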;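 also: negative B-score means less thallium flux so channel inhibition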
Target sequence (Q9NPC2 whole entry, looked up, the tested form may be a part): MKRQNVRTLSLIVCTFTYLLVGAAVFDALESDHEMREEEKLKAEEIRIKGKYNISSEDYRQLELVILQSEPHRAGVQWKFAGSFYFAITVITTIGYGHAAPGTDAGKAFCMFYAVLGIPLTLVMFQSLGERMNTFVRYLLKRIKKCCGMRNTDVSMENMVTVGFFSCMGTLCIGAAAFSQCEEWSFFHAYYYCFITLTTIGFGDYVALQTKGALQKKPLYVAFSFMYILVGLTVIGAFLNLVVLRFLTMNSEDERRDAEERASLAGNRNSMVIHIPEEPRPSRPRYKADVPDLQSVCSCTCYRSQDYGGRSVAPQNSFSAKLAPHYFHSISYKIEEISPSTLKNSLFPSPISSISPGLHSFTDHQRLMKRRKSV
DYRK1A inh: inhibitors of rat Dyrk1A kinase; Q63470; ADP-Glo luminescence, NFATc1 peptide; inhibition, % at 12.5 µM; 310,000 tested, 0.43% active; in the data active = inhibition above about 50%;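 also: plate controls were vehicle with enzyme for no effect and no enzyme for full effect; many of its hits are not listed in these tables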
KCNQ1 block: blocks the human KCNQ1 potassium channel; B-score at 10 µM; P51787; 310,000 tested, 1.3% active; AID 2642; CHO-K1 KCNQ1, FluxOR thallium flux fluorescence; stronger effect = higher value;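 active = compounds whose thallium flux B-score, printed positive for inhibition, exceeds three library SD while starting fluorescence stays within three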;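 also: channel opened by potassium depolarization with thallium stimulus after 20 min compound exposure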
TRPC4 inh: blocks the mouse TRPC4 cation channel; Q9QUQ5; 300,000 tested, 0.39% active; B-score at 10 µM; HEK293 TRPC4beta/mu-opioid, DAMGO-evoked Fluo4 calcium flux; stronger effect = lower value; AID 2247;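 active = B-score over 3 SD under the library average, no early fluorescence shift, positive overall ratio signal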
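Material: HEK293 cells with stable TRPC4beta plus mu-opioid receptor expression; probe or stimulus: DAMGO in two steps, submaximal then maximal; technique: Fluo4 calcium fluorescence by kinetic imaging, 5 s 1 Hz baseline; measure: integrated fluorescence ratio relative to baseline, converted to per-well B score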
TRPC4 act: TRPC4 (mouse) channel activation; HEK293 TRPC4beta/mu-opioid, Fluo4 calcium fluorescence; stronger effect = higher value; B-score at 10 µM; 310,000 tested, 0.49% active; AID 2237;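 active = B-score above 5 SD of library B-scores, and initial fluorescence ratio not above library mean plus 5 SD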;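 also: positive B-score marks a calcium rise read as TRPC4 activation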
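Material: TRPC4beta and mu-opioid receptor HEK293 stable cells | Incubation: 45 min room-temperature Fluo4 loading, 110 s read | Detection: Kinetic Fluo4 calcium fluorescence | Measure: Integrated baseline-normalised fluorescence ratio, converted to per-well B score | Benchmarks: Low control buffer alone, high control maximal DAMGO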
KCNQ1 pot: potentiators or activators of human KCNQ1 potassium channel. B-score at 10 µM. AID 2648. CHO-K1 KCNQ1, thallium flux FluxOR fluorescence; stronger effect = higher value. 310,000 tested, 0.35% active;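 active = fluorescence ratio B-score, a plate-corrected score, at least three library SD, with initial intensity B-score within 5 SD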
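Assay system: CHO-K1 cells stably expressing KCNQ1; Medium: assay buffer with matched DMSO; Also added: K+/Tl+ depolarizing stimulus; Dosing: single dose; Timing: dye 90 min, compound 20 min, room temperature; Measured by: kinetic FluxOR thallium fluorescence, 10-s 1-Hz baseline, 110-s post-stimulus read; Read-out: peak-minus-minimum fluorescence over initial fluorescence, negative-control normalized, B-scored.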
Platelet DG rel: modulates dense granule release in human platelets; human platelet-rich plasma, SFLLRN dense granule ATP release, luminescence; inhibition, %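 (compounds screened at 7.5 µM in platelet-rich plasma)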; 300,000 tested, 0.22% active; AID 1663;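 active = mean replicate score, as percent of positive control, at or above 50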
PolyA inh: yeast polyadenylation inhibition; calls only at 12 µM; S. cerevisiae SKY197-pL101 polyadenylation reporter, beta-gal luminescence; efflux-impaired pdr1/pdr3 knockout yeast; score 100 = 6 SD above DMSO; 300,000 tested, 0.02% active;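 active = lowest replicate activity score at least 50, where 100 means six control SD above control mean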;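 also: yeast exposed to compound for 9 h at 30 °C; higher score means more reporter readthrough which indicates perturbed polyadenylation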
An asterisk follows results filed as active; i = inactive; x = not tested or not shown. Some of the compounds tested. The share of hits here may be higher or lower than overall.

SMILES	hERG rescue	KCNK3 block	TRPC4 PAM	KCNK9 inh	DYRK1A inh	KCNQ1 block	TRPC4 inh	TRPC4 act	KCNQ1 pot	Platelet DG rel	PolyA inh
Cc1occc1C(=O)NNC(=O)C1CCCC1	-2	i	i	i	x	i	i	i	i	9	i
COc1cc(OC)cc(C(=O)Nc2ccc(C(=O)NCC3CCCO3)cc2)c1 (stereo not given)	-1	i	i	i	-3	i	i	i	i	5	i
CCC(=O)c1ccc(OCC(=O)OCC(=O)N2CCCc3ccccc32)cc1	-18	i	i	i	-2	i	i	i	i	-3	i
Cc1cc(C)c(NC(=O)CN2CCOCCOCCOCCOCC2)c(C)c1	-5	i	i	i	-8	i	i	i	i	7	i
Cc1csc(NC(=O)c2ccc(N3CCCC3=O)cc2)n1	-4	i	i	i	2	i	i	i	i	44	i
Cc1ccc(N2C(=O)N(CC(=O)Nc3ccc(C)cc3Cl)C(=O)C2C)cc1 (stereo not given)	-14	i	i	i	8	i	i	i	i	24	i
C/C(=N\NC(=O)c1ccn(C)n1)c1cccc(NC(=O)c2ccncc2)c1	-9	i	i	i	0	i	i	i	i	24	i
CC(=O)NC1(NC(C)=O)CCN(C)CC1	-8	i	i	i	-2	i	i	i	i	0	i
COC(=O)c1ccc(CO/N=C2\CCCc3nonc32)cc1	-12	i	i	i	1	i	i	i	i	3	i
CCC(C)(C)n1nnnc1C(C(C)C)N(CCCO)Cc1cc2cc(C)ccc2[nH]c1=O (stereo not given)	-9	i	i	i	11	i	i	i	i	7	i
Cn1c(SCC(N)=O)nnc1-c1ccc(S(=O)(=O)N2CCCC2)cc1	-6	i	i	i	-11	i	i	i	i	0	i
CC1CCN(C(=O)N[C@@H](Cc2ccccc2)C(=O)O)CC1	-4	i	i	i	4	i	i	i	i	-20	i
COc1ccc(C(CCN)c2ccc3c(c2)OCO3)cc1 (stereo not given)	-13	i	i	i	1	i	i	i	i	-8	i
COc1ccc(CN2C(=O)c3cccnc3C2=O)cc1S(=O)(=O)N1CCOc2ccc(Cl)cc21	-8	i	i	i	-1	i	i	i	i	-3	i
Cc1cc2nc(-c3ccccc3)cc(=O)n2[nH]1	-11	i	i	i	22	i	i	i	i	-5	i
CCOc1c(CNCCCSc2nc(C)cc(C)n2)cccc1OC	-5	i	i	i	-4	i	i	i	i	-1	i
O=C(O)c1ccc(N2C(=O)CC(N3C(=O)/C(=C/c4ccc(Cl)cc4)SC3=S)C2=O)cc1 (stereo not given)	-9	i	i	i	9	i	i	i	i	-3	i
Cc1sc(NC(=O)CN2CCCC2)nc1-c1ccc2c(c1)CCN2C(=O)c1ccc(F)cc1	-18	i	i	i	-3	i	i	i	i	-5	i
CCC(C)[C@H](NC(=O)[C@@H]1Cc2ccccc2CN1)C(=O)Nc1ccc2c(c1)OCO2 (stereo not given in full)	-9	i	i	i	0	i	i	i	i	13	i
COc1ccc(CCNS(=O)(=O)c2ccc(Br)cc2)cc1	-3	i	i	i	1	i	i	i	i	-4	i
COc1ccc(CCNC(=O)c2cccs2)cc1	-7	i	i	i	x	i	i	i	i	-1	i
Cc1sc2nc(C3CC3)nc(SCC(=O)N3CC(=O)Nc4ccccc43)c2c1C	0	i	i	i	-4	i	i	i	i	8	i
COc1ccc(-c2noc(CCCC(=O)NC3CCCCC3)n2)cc1	-6	i	i	i	-6	i	i	i	i	-3	i
O=C(CSc1nnc(NC(=O)C2CC2)s1)Nc1cccc(F)c1	-8	i	i	i	-3	i	i	i	i	-4	i
CCSc1nc(-c2ccc(OC)cc2)ccc1C#N	-8	-8.8*	i	i	10	i	i	i	i	-1	i

Whole records as entered above. Values in the order: hERG rescue	KCNK3 block	TRPC4 PAM	KCNK9 inh	DYRK1A inh	KCNQ1 block	TRPC4 inh	TRPC4 act	KCNQ1 pot	Platelet DG rel	PolyA inh
`Cn1c(SCC(N)=O)nnc1-c1ccc(S(=O)(=O)N2CCCC2)cc1` in the list: -6	i	i	i	-11	i	i	i	i	0	i
`COc1cc(OC)cc(C(=O)Nc2ccc(C(=O)NCC3CCCO3)cc2)c1` (stereo not given) in the list: -1	i	i	i	-3	i	i	i	i	5	i
`COc1ccc(C(CCN)c2ccc3c(c2)OCO3)cc1` (stereo not given) in the list: -13	i	i	i	1	i	i	i	i	-8	i
`Cc1sc2nc(C3CC3)nc(SCC(=O)N3CC(=O)Nc4ccccc43)c2c1C` in the list: 0	i	i	i	-4	i	i	i	i	8	i

Continuation.
SMILES	hERG rescue	KCNK3 block	TRPC4 PAM	KCNK9 inh	DYRK1A inh	KCNQ1 block	TRPC4 inh	TRPC4 act	KCNQ1 pot	Platelet DG rel	PolyA inh
CN(C)S(=O)(=O)Nc1cccc(-c2cn3c(n2)SCC3)c1	-1	i	i	i	0	i	i	i	i	2	i
NC(=O)C1(N2CCCCC2)CCN(C(=O)c2cccs2)CC1	-13	i	i	i	4	i	i	i	i	1	x
Cc1ccc(C)c(OCC(O)CN2CCC(C)CC2)c1C (stereo not given)	-6	i	i	i	7	i	i	i	i	1	i
CC(=O)c1cc(CN2CCC(N3CCC(C(=O)N4CCCC4)CC3)CC2)cs1	-5	i	i	i	1	i	i	i	i	1	i
CCn1c(COc2cccc(OC)c2)nnc1SCC(=O)N1CCOCC1	-11	i	i	i	-1	i	i	i	i	-47	i
Cc1ccc(C(=O)Oc2oc(-c3ccccc3)nc2C=Nc2ccc(N(C)C)cc2)cc1	-7	i	i	i	-5	i	i	i	i	2	i
O=C(Nc1cc(Cl)cc(Cl)c1)C1CCCC1	-13	i	i	i	5	i	i	i	i	2	i
COc1ccccc1CCNC(=O)C1CCCO1 (stereo not given)	-7	i	i	i	6	i	i	i	i	30	x
COc1cc(CN2CCC(n3nccc3NC(=O)CCCc3ccccc3)CC2)ccc1F	-5	i	i	i	1	i	i	i	i	-1	i
CC(C)(C)c1ccc(OCC(=O)N/N=C/c2ccc(N3CCOCC3)cc2)cc1	-1	i	i	i	-1	i	i	i	i	0	i
Cc1[nH]n(-c2ccccc2)c(=S)c1C=NCCCN=Cc1c(C)[nH]n(-c2ccccc2)c1=S	-7	i	i	i	-7	i	i	i	i	-6	i
CCc1ccc(N(C(=O)c2snc(C(N)=O)c2N)C(C(=O)NC2CCCC2)c2ccncc2)cc1 (stereo not given)	-5	i	i	i	-1	i	i	i	i	6	i
C#CCOCCOCCOCCNc1nc(N2CCN(C(=O)[C@H](CCCCN)n3cc([C@@H](N)C(C)CC)nn3)CC2)nc(N2CCN(C(=O)[C@H](Cc3ccc(O)cc3)n3cc([C@@H](N)CC(C)C)nn3)CC2)n1 (stereo not given in full)	-7	i	i	i	4	i	i	i	i	2	i
OC(CN1CCN(c2ccc(C(F)(F)F)cn2)CC1)c1ccccc1 (stereo not given)	1	i	i	i	-2	i	i	i	i	4	i
O=C(NCCS(=O)(=O)N1CCN(c2cccc(Cl)c2)CC1)C1CCCC1	-11	i	i	i	4	i	i	i	i	6	i
CNC(=S)NNC(=O)c1cc(-c2cccnc2)nc2ccccc12	-12	i	i	i	12	i	i	i	i	23	i
CCN1CCc2c(sc(NC(=S)NC(=O)c3ccccc3)c2C#N)C1	-4	i	i	i	1	i	i	i	i	0	i
O=S(=O)(c1ccc(Cl)cc1)N1CCN(C2CCN(Cc3ccccc3)CC2)CC1	-6	i	i	i	-2	i	i	i	i	1	i
Cc1ccc(OCc2cc(C(=O)NC3CCCCC3)no2)cn1	-13	i	i	i	-3	i	i	i	i	-2	i
CCOC(=O)c1nn(-c2ccccc2)c2nnc(Cc3ccc(C)cc3)c(=O)n12	-13	i	i	i	-8	i	i	i	i	3	i
CC(=O)N(c1ccc2oc(=O)sc2c1)S(=O)(=O)c1ccc(C(=O)O)cc1	-2	i	i	i	-2	i	i	i	i	-12	i
Cc1ccc(NC(=S)N2CCC(N(C)CC3CCCO3)CC2)cc1C (stereo not given)	-7	i	i	i	1	i	i	i	i	1	i
Cc1cc(NC(=O)c2cc(-c3ccncc3)nc3c(C)cccc23)no1	-11	i	i	i	29	i	i	i	i	-16	i
CCCCN1C(=O)C(NC(=O)c2cccnc2)(C(F)(F)F)C2=C1CC(C)(C)CC2=O (stereo not given)	-9	i	i	i	9	i	i	i	i	-2	i
CCOc1ccc(-n2c(=S)sc3c(=O)n(-c4ccc(F)cc4)c(SCC(=O)O)nc32)cc1	-3	i	i	i	1	i	i	i	i	1	i

(cont.)
SMILES	hERG rescue	KCNK3 block	TRPC4 PAM	KCNK9 inh	DYRK1A inh	KCNQ1 block	TRPC4 inh	TRPC4 act	KCNQ1 pot	Platelet DG rel	PolyA inh
CCOC(=O)C1=C(CNCCc2ccc(Cl)cc2)NC(=O)NC1c1cccc([N+](=O)[O-])c1 (stereo not given)	-17	i	17*	i	-10	i	i	i	i	3	i
CC1CCCC(C)N1/N=C/c1cccc([N+](=O)[O-])c1 (stereo not given)	-8	i	i	i	-3	i	i	i	i	1	i
COc1ccc(OCC(=O)OC(C)CN2CCOCC2)cc1 (stereo not given)	-8	i	i	i	0	i	i	i	i	1	i
COc1ccc(CNC(=O)CN(C(=O)c2csnn2)c2ccccc2F)cc1	-8	i	i	i	-1	i	i	i	i	24	i
O=C(COC(=O)CCCSc1nc2ccccc2[nH]1)Nc1ccc(Oc2ccccc2)cc1	-5	i	i	i	-1	i	i	i	i	0	i
COc1cc(/C=C(/C#N)c2ccccc2F)ccc1OCc1ccccc1	-13	i	i	i	-4	i	i	i	i	-3	i
Cc1ccc(-c2ccc(=O)n(CC(=O)NCc3ccc(F)cc3)n2)cc1	-11	i	i	i	-3	i	i	i	i	2	i
Cc1ccc(Cl)cc1N1CCN(C(=O)c2cn(C)c(=O)c3c2c2ccccc2n3C)CC1	-14	i	i	i	4	i	i	i	i	-9	i
CN(C)c1ncc(S(=O)(=O)c2ccc(Cl)cc2)c(-c2ccccc2)n1	-6	i	i	i	3	i	i	i	i	4	i
COc1cccc(NC(=S)N2CCC(Cc3ccccc3)CC2)c1	-5	i	i	i	0	i	i	i	i	x	x
COc1ccc(Cl)c2sc(N3CCN(C(=O)c4ccco4)CC3)nc12	-18	-10*	i	i	4	i	i	i	i	-7	i
O=C(CSc1nc2ccncc2[nH]1)Nc1ccccc1C(F)(F)F	-6	i	i	i	5	i	i	i	i	0	i

From PubChem BioAssay
